HEK cytotox: HEK 293 cell cytotoxicity. HEK 293 viability, ATP luminescence (CellTiter-Glo), 48-72 h. Potency, µM (top dose mostly 115 µM), without a hit: at the highest dose activity change, negative = cytotoxicity, actives largely listed as inhibitors. 6.6% of 94,000 active; also: potency is read from the fitted curve at half-maximal effect; nearly all actives have a fitted effect of over 60% in size
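Pintool-delivered compounds were incubated with HEK 293 cells (250 cells/well) at 37 degree Celsius for 48 or 72 hr. ATP-dependent luminescence (CellTiter-Glo) then reported remaining viable cells.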
GPT2 inh: inhibitors of human GPT2 alanine aminotransferase; Q8TD30; 0.25% of 100,000 active; Recombinant GPT2, coupled pyruvate oxidase/HRP Amplex Red fluorescence; Potency, µM (top dose mostly 57.7 µM), for the others: at the highest dose activity change, negative = inhibition, most hits filed as inhibitors; AID 1671188; also: potency is read from the fitted curve at half-maximal effect; nearly all actives have a fitted effect of over 60% in size; many of its hits are not listed in these tables
Target sequence (Q8TD30 whole entry, looked up): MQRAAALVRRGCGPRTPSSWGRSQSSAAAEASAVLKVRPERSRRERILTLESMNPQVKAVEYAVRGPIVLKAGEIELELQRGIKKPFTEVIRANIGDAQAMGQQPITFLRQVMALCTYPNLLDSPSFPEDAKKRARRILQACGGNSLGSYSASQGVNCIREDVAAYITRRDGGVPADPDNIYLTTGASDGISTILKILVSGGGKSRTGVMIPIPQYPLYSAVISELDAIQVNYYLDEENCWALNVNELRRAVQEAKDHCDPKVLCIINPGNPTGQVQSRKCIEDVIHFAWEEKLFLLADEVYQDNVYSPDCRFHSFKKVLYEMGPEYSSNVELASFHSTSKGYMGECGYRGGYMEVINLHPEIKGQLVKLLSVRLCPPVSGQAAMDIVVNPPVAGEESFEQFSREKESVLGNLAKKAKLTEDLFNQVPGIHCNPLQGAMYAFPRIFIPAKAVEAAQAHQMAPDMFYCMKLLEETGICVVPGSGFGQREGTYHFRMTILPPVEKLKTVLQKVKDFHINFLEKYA
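Recombinant GPT2 (10ng/uL) with 250uM a-KG and 2mM L-alanine, 30 min at room temperature, in HEPES pH 7.5 buffer. Pyruvate detected by pyruvate oxidase/HRP/Amplex Red fluorescence after 30 min in the dark; AOA (50uM) as positive control.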
3T3 cytotox: NIH 3T3 cell cytotoxicity; NIH 3T3 viability, CellTiter-Glo ATP luminescence, 48-72 h; Potency, µM (series often up to 96.7 µM), inactives show at the top dose activity change, negative = cytotoxicity, usual class: inhibitors; 4.3% of 94,000 active; also: potency is read from the fitted curve at half-maximal effect; nearly all actives have a fitted effect of over 55% in size
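Viability of NIH 3T3 cells after 48 or 72 hr compound treatment at 37 °C was assessed by CellTiter-Glo, with luminescence imaged following a 10 min room-temperature step.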
HEK293 viab: reduces viability of HEK-293 SNCA reporter cells. HEK-293-SNCA-luc viability, GF-AFC fluorescence, 24 h. Potency, µM (series often up to 57.1 µM), inactives show at the highest dose activity change, negative = cytotoxicity, hits mostly cytotoxic. 0.12% of 150,000 active. AID 1671193;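 also: potency is read from the fitted curve at half-maximal effect; 0% = DMSO-treated cells and -100% = medium-only wells without cells; nearly all actives have a fitted effect of over 30% in size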
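Cytotoxicity counterscreen: after 24 h compound treatment of genome-edited SNCA-luciferase HEK-293 cells, live-cell protease substrate GF-AFC read by fluorescence after 30 min; activity scaled between DMSO (0%) and medium-only (-100%), curves Hill-fitted.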
IP6K1 inhibitor: blocks human inositol hexakisphosphate kinase 1; AID 1645851; activity change, % (series mostly up to about 58 µM); 0.81% of 140,000 active; IP6K1 kinase, ADP-Glo luminescence, 2 h; hits give low values; in the data active = activity change below about -25%
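ADP-Glo luminescence measures ADP made by human IP6K1 during a 2 h RT reaction with ATP/IP6 (mix at 1.3 mM/130 uM); top library doses 57.5 and 19.1 uM final.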
FLuc inh: Photinus pyralis luciferase inhibition. purified P. pyralis luciferase, luminescence, biochemical. 2.5% of 76,000 active. Potency, µM (highest dose often 115 µM), for inactives: at the top dose activity change, negative = inhibition, most hits filed as inhibitors. AID 1347043; also: potency is read from the fitted curve at half-maximal effect; nearly all actives have a fitted effect of over 65% in size
Target sequence (P08659 whole entry, looked up): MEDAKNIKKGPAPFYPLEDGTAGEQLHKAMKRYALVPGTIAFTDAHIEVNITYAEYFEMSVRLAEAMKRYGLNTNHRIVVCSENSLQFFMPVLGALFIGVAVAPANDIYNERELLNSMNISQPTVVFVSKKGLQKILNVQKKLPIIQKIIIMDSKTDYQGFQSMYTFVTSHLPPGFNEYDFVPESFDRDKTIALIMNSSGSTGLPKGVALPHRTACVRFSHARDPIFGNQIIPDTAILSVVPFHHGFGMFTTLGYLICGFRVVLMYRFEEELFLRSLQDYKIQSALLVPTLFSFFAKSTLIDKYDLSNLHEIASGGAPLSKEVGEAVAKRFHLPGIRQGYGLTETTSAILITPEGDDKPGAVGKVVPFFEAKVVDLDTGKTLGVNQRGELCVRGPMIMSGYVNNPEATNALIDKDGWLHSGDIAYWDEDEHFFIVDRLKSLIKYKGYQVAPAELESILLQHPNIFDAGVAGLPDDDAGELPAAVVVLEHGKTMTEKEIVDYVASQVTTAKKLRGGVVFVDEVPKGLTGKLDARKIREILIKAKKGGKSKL
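Inhibitors were tested against purified firefly luciferase in a biochemical, low-substrate format (both substrates at 10uM) and luminescence measured with a CCD imager.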
SNCA expr inhib: reduces expression of the alpha-synuclein gene. Potency, µM (doses to about 57.2 µM), without a hit: top-dose activity change, negative = inhibition, most hits filed as inhibitors. 0.17% of 140,000 active. HEK-293 SNCA-luciferase knock-in, luminescence, 24 h. AID 1671194;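 also: potency is read from the fitted curve at half-maximal effect; plate controls were DMSO cells for no effect and cell-free wells for full effect; nearly all actives have a fitted effect of over 45% in size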
The depositor's hits bear a star; i = inactive; ? = inconclusive; nt = no result given; & = joins results of further samples; ! = not active in a repeat; [ ] = dose if it differs, or a comment. Unless noted, calls follow the shape of the dose curve; as a rule, active = well fitted curve in the direction sought with a large enough effect; inconclusive = small, poorly fitted or top-dose-only effect, or another doubt; inactive = no such curve, though single readings can be large; an effect the other way counts as inactive or inconclusive. Unless noted, % is scaled to controls: 0 for no effect and ±100 for the full control effect. This is a subset; count on the stated rates, not on these rows.

Field names: A = HEK cytotox; B = GPT2 inh; C = 3T3 cytotox; D = HEK293 viab; E = IP6K1 inhibitor; F = FLuc inh; G = SNCA expr inhib
CN1c2ccccc2-c2nc(SCC(=O)Nc3ccccc3)ncc2S1(=O)=O
  A: nt | B: nt | C: nt | D: -10% | E: -3 | F: nt | G: 13%
COc1cccc(CNCc2cccn2-c2nnc(N3CCN(c4ccccc4)CC3)s2)c1
  A: nt | B: nt | C: nt | D: -10% | E: 12 | F: nt | G: 24%
CC(=O)Nc1cccc(-c2ncc3c(n2)OCCN(CC2CC2)C3=O)c1
  A: -9%[172 µM] | B: i | C: ? | D: -1%[87.6 µM] | E: 3 | F: 50µM* | G: 66%[activator][87.6 µM]
Cn1cnc(S(=O)(=O)N2CCCCC2c2noc(COCC3CC3)n2)c1 (configuration not stated)
  A: -2% | B: i | C: i | D: -3% | E: -8 | F: 0% | G: 2%
Cc1ccc(-c2ccc(=O)n(CC(=O)NCCc3ccc(Cl)cc3)n2)cc1
  A: nt | B: nt | C: nt | D: -5% | E: -1 | F: nt | G: ?
O=C(NCCN1CCN(c2cccc(Cl)c2)CC1)C1COc2ccccc2C1 (configuration not stated)
  A: nt | B: nt | C: nt | D: 5% | E: -4 | F: nt | G: -19%
O=C(N[C@@H](Cn1cc(Cl)c(=O)[nH]c1=O)C(=O)O)C1CCC1
  A: -1%[172 µM] | B: -4%[88.5 µM] | C: -20%[174 µM] | D: -7%[87.6 µM] | E: 7 | F: -8%[172 µM] | G: -30%[87.6 µM]
COc1ccc(C(=O)NC[C@H]2O[C@@H](CC(=O)N3CCN(c4ccccc4OC)CC3)[C@H](O)[C@@H]2O)cc1
  A: -11% | B: -16% | C: -26% | D: -4% | E: 6 | F: -1% | G: 8%
CCN(CC)c1cc(CCC(=O)NCCN(C)C2CCCCC2)ccn1
  A: ? | B: i | C: -22% | D: -26% | E: -7 | F: 8% | G: ?
CCN(CC)c1nn2c(=O)c(C(=O)NCCc3ccccc3)cnc2s1
  A: nt | B: nt | C: nt | D: -6% | E: 28 | F: nt | G: -2%

Reprinted from the results shown for reference:
Field names: A = HEK cytotox; B = GPT2 inh; C = 3T3 cytotox; D = HEK293 viab; E = IP6K1 inhibitor; F = FLuc inh; G = SNCA expr inhib
CN1c2ccccc2-c2nc(SCC(=O)Nc3ccccc3)ncc2S1(=O)=O
  A: nt | B: nt | C: nt | D: -10% | E: -3 | F: nt | G: 13%
COc1cccc(CNCc2cccn2-c2nnc(N3CCN(c4ccccc4)CC3)s2)c1
  A: nt | B: nt | C: nt | D: -10% | E: 12 | F: nt | G: 24%
CC(=O)Nc1cccc(-c2ncc3c(n2)OCCN(CC2CC2)C3=O)c1
  A: -9%[172 µM] | B: i | C: ? | D: -1%[87.6 µM] | E: 3 | F: 50µM* | G: 66%[activator][87.6 µM]
Cn1cnc(S(=O)(=O)N2CCCCC2c2noc(COCC3CC3)n2)c1 (configuration not stated)
  A: -2% | B: i | C: i | D: -3% | E: -8 | F: 0% | G: 2%
Cc1ccc(-c2ccc(=O)n(CC(=O)NCCc3ccc(Cl)cc3)n2)cc1
  A: nt | B: nt | C: nt | D: -5% | E: -1 | F: nt | G: ?
O=C(NCCN1CCN(c2cccc(Cl)c2)CC1)C1COc2ccccc2C1 (configuration not stated)
  A: nt | B: nt | C: nt | D: 5% | E: -4 | F: nt | G: -19%
O=C(N[C@@H](Cn1cc(Cl)c(=O)[nH]c1=O)C(=O)O)C1CCC1
  A: -1%[172 µM] | B: -4%[88.5 µM] | C: -20%[174 µM] | D: -7%[87.6 µM] | E: 7 | F: -8%[172 µM] | G: -30%[87.6 µM]
COc1ccc(C(=O)NC[C@H]2O[C@@H](CC(=O)N3CCN(c4ccccc4OC)CC3)[C@H](O)[C@@H]2O)cc1
  A: -11% | B: -16% | C: -26% | D: -4% | E: 6 | F: -1% | G: 8%

Next records follow.
Field names: A = HEK cytotox; B = GPT2 inh; C = 3T3 cytotox; D = HEK293 viab; E = IP6K1 inhibitor; F = FLuc inh; G = SNCA expr inhib
C=C1C(=O)OC2CC(C)=C(C(C)CCCOC(C)=O)C(OC(=O)CC(C)CC)C12 (configuration not stated)
  A: nt | B: i | C: nt | D: ? | E: 3 | F: nt | G: nt
COc1ccc(S(=O)(=O)NCC(c2ccc(N(C)C)cc2)N2CCc3ccccc32)cc1OC (configuration not stated)
  A: nt | B: nt | C: nt | D: 25% | E: 4 | F: nt | G: 53%[activator]
O=C(CSc1nnc(-c2ccc(F)cc2)o1)N1CCCc2ccccc21
  A: nt | B: nt | C: nt | D: 9% | E: -3 | F: nt | G: ?
C/C1=C\CC[C@H](C)CCO[C@@H]2O[C@H](CO[C@@H]3OC[C@](O)(COC1=O)[C@H]3O)[C@@H](O)[C@H](O)[C@H]2O
  A: nt | B: 4%[27.3 µM] | C: nt | D: -6%[23.9 µM] | E: 8 | F: nt | G: nt
CC(C)CCN1CCC(O)(c2csc(CN3CCc4ccccc4C3)n2)CC1
  A: 79µM* | B: -15%[88.5 µM] | C: 100µM* | D: -16%[87.6 µM] | E: 4 | F: 10%[172 µM] | G: -19%[87.6 µM]
Cc1ccc(N(CC(=O)NCCc2ccccc2C)S(=O)(=O)N(C)C)cc1
  A: nt | B: nt | C: nt | D: 14% | E: -9 | F: nt | G: -9%
O=C(CN1N=C(c2ccc(Cl)cc2)CCC1=O)NCCc1ccccc1
  A: nt | B: nt | C: nt | D: 6% | E: 28 | F: nt | G: -17%
COc1ccc2nc(N3CCN(C(=O)CS(=O)(=O)c4ccc(C)cc4)CC3)sc2c1
  A: nt | B: nt | C: nt | D: 3% | E: -29* | F: nt | G: -17%
COCc1nc(C2CCCN(C(=O)c3ccsc3)C2)no1 (configuration not stated)
  A: 5% | B: 3% | C: i | D: -10%[12.5 µM] | E: 0 | F: -8% | G: ?
CO[C@@H]1CCOC[C@H]1NS(=O)(=O)c1ccc2c(c1)N(C(C)=O)CCO2
  A: i | B: -4% | C: 5% | D: ? | E: 8 | F: -7% | G: ?
CCNC(=O)N1Cc2[nH]cnc2C[C@H]1c1nc(-c2ccc(OC(F)(F)F)cc2)no1
  A: ? | B: -10%[88.5 µM] | C: ? | D: -14%[87.6 µM] | E: 9 | F: ? | G: ?
Cc1ccc(CN2CCC3(CC2)CC(c2cccnc2)=NO3)cc1
  A: 79µM*! | B: -3%[88.5 µM] | C: ? | D: -1%&-5%[87.6 µM] | E: -7&-1 | F: 0%&2%[172 µM] | G: -25%&-16%[87.6 µM]
CCOc1ccccc1NC(=O)N1CCC(n2c(C)cnc2-c2cccnc2)CC1
  A: -23% | B: i | C: -17% | D: 2% | E: 0 | F: 6% | G: 16%
Cc1ccc(-c2nc3sccn3c2Nc2ccccc2C)cc1
  A: nt | B: nt | C: nt | D: -25% | E: -11 | F: nt | G: 37%[activator]
COc1ccc(C2Cn3nnc(-c4noc(-c5ccccc5Cl)n4)c3CO2)cc1 (configuration not stated)
  A: 1% | B: 5% | C: -5% | D: 2% | E: 0 | F: -1% | G: -8%
CCn1nccc1C(=O)NCC1Cn2cccc2C(=O)N1C (configuration not stated)
  A: -4% | B: 0% | C: -14% | D: 12% | E: 14 | F: -5% | G: 18%
Cc1cc(C)c(NC(=O)CN2c3ccccc3S(=O)(=O)c3ccccc32)c(C)c1
  A: nt | B: nt | C: nt | D: ? | E: 27 | F: nt | G: 0%
c1ccc(-c2[nH]ncc2CN2CCCC(N3CCN(c4ccccc4)CC3)C2)cc1 (configuration not stated)
  A: ? | B: i | C: -15% | D: -13% | E: 2 | F: -2% | G: 54%[activator]
CN1[C@@H](CCC(=O)NCc2ccc(F)cc2)CNC(=O)[C@@H]2[C@H]1CCN2Cc1cccs1
  A: -9% | B: -12% | C: -14% | D: -8% | E: -11 | F: 6% | G: -9%
O=C([C@@H]1C[C@H](Oc2ccccc2)CN1C(=O)CN1CCOCC1)N1CCOCC1
  A: 0% | B: 2% | C: 3% | D: 7% | E: -3 | F: -11% | G: -2%
O=C(NCc1ccc2c(c1)OCO2)c1ccc2nnc(C3CCOCC3)n2c1
  A: 3% | B: nt | C: -3% | D: nt | E: -10 | F: nt | G: nt
CC(C)N1C[C@H](O)C[C@H]1c1nnc2n1CCN(C(=O)CCc1ccccc1)CC2
  A: -3% | B: i | C: -11% | D: -1% | E: -3 | F: 6% | G: -18%
Cc1ccc(NC(=O)CSc2nc(-c3ccc(F)cc3)cc(C(F)(F)F)c2C#N)cc1
  A: nt | B: nt | C: nt | D: -12% | E: -17 | F: nt | G: -15%
CCN(CC)c1ccc(NC(=O)c2c(C)nn(-c3ccc(F)cc3)c2-n2cccc2)c(C)c1
  A: nt | B: nt | C: nt | D: 2% | E: -6 | F: nt | G: -11%
CCOC(=O)N(C)Cc1cn([C@@H]2CN[C@H](C(=O)N(CC)CC)C2)nn1
  A: i | B: -6%[11.5 µM] | C: 3% | D: -7% | E: 16 | F: 0% | G: 9%
Cc1ccc(Sc2c(C)nn(C(=O)c3ccc(Cl)cc3)c2C)cc1
  A: nt | B: nt | C: nt | D: -4% | E: 23 | F: nt | G: -25%
O=c1c2ccccc2n(Cc2c(F)cccc2Cl)c(=O)n1Cc1ccccc1
  A: nt | B: nt | C: nt | D: 19% | E: 4 | F: nt | G: 1%
CC(=O)N1CC2(CCCN2Cc2ccc(Cl)cc2)Cc2ccccc21 (configuration not stated)
  A: ? | B: -8% | C: ? | D: -5% | E: -5 | F: nt | G: ?
COc1cc(C(=O)Nc2ccc3oc(-c4ccccc4)nc3c2)cc(OC)c1OC
  A: nt | B: nt | C: nt | D: ? | E: 28 | F: nt | G: -17%
O=C(NC[C@H]1O[C@@H](CC(=O)N2CCc3ccccc32)[C@H](O)[C@@H]1O)C1CC1
  A: -24%[172 µM] | B: 4%[88.5 µM] | C: ? | D: 0%[87.6 µM] | E: 9 | F: 8%[172 µM] | G: 18%[87.6 µM]
O=C1CCSc2ccc(S(=O)(=O)Nc3ccc(Cl)c(C(F)(F)F)c3)cc2N1
  A: nt | B: nt | C: nt | D: 23% | E: 3 | F: nt | G: 15%
Cc1cccc(OCC(=O)Nc2cccc(C(=O)OCc3cc(=O)n4nc(C(C)C)sc4n3)c2)c1
  A: nt | B: nt | C: nt | D: -5% | E: 0 | F: nt | G: 4%
CCc1ccccc1NC(=O)Nc1cc(C(=O)NCc2ccc(OC)cc2)ccc1N1CCCC1
  A: nt | B: nt | C: nt | D: 12% | E: 8 | F: nt | G: 96%[activator]
COCCN(CCOC)C(=O)C1CCc2ncc(-c3ccc(F)cc3)n2C1 (configuration not stated)
  A: -5% | B: -8% | C: -22% | D: -1% | E: 11 | F: -2% | G: -14%
CN(C)C(=O)C1CN(C(=O)CC2CCCCC2)CC12CCOCC2 (configuration not stated)
  A: i | B: 1% | C: 2% | D: 4% | E: 5 | F: 0% | G: 11%
Cc1c(-c2ccccc2F)[nH]c2ccc(CNC(=O)CCc3cc(=O)[nH]o3)cc12
  A: -4% | B: 4% | C: ? | D: 1% | E: -4 | F: 2.8µM* | G: ?
